# Assay outcomes: PubChem BioAssay, several laboratories
# HIV fusion peptide: inhibitors of HIV fusion peptide binding, primary screen, biochemical, uHTS, fluorescence dequenching (AID 1986). 290,000 tested, 0.3% active. inhibition, % at 20 µM; hits with a dose series show IC50 in µM. cell-free peptide binding, fluorescence dequenching, 30 min; higher % means a stronger effect; in the data active = inhibition mostly above about 52%, no sharp cut-off; inactive = mostly below about 76%; also: some results filed as inactive read as strong as hits
# AID2073: inhibitors of Mint1-CaV2.2 protein interaction, biochemical, HTRF (AID 2073) | HTRF protein-protein interaction, Mint1-CaV2.2; higher % means a stronger effect | inhibition, % at 20 µM, or IC50 in µM where a hit was titrated | 290,000 tested, 0.19% active; in the data active = inhibition mostly above about 51%, no sharp cut-off; inconclusive = no clear call, values can overlap the other calls; inactive = mostly below about 53%; also: some results filed as inactive read as strong as hits
# Siah-1 displacement: blockers of Siah-1 interaction with plectin peptide – biochemical, fluorescence polarization, rhodamine-plectin, uHTS, primary screen (AID 1817); Siah-1 / rhodamine-plectin peptide fluorescence polarization; higher % means a stronger effect; displacement, % at 20 µM, or IC50 in µM where a hit was titrated; 290,000 tested, 0.02% active;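 active = displacement of at least 50% at 20 µM, with a fluorescence ratio check between 0.3 and a set limit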;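 also: plate controls were Siah plus tracer with DMSO for no effect and tracer alone without Siah for full effect; strong numbers were not always called active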
# XIAP displacement: XIAP antagonists, biochemical, IAP family, fluorescence polarization (AID 1018) | 200,000 tested, 0.007% active | XIAP BIR domain, fluorescence polarization peptide displacement; higher % means a stronger effect | one-dose displacement, % at 20 µM; IC50 in µM for titrated hits; in the data active = displacement above about 50%; also: a part of the inactive calls stands beside numbers as strong as those of hits
# LYP phosphatase: inhibitors of LYP phosphatase, biochemical, fluorescence intensity, uHTS (AID 1779). recombinant LYP phosphatase, fluorescence intensity; higher % means a stronger effect. 290,000 tested, 0.054% active. inhibition, % at 11.5 µM, or IC50 in µM where a hit was titrated;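 also: plate controls were vehicle with enzyme for no effect and no enzyme for full effect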
# Dengue-2 NS5 capping: Dengue-2 NS5 methyltransferase inhibitors, primary screen, biochemical, confirmation dose response (AID 588689). Dengue-2 NS5 methyltransferase capping enzyme assay, biochemical; higher % means a stronger effect. inhibition, % at 25 µM, or IC50 in µM where a hit was titrated. 340,000 tested, 0.3% active; in the data active = a potency from the dose series; inconclusive = inhibition above about 29% without an active follow-up result
# HEK293 NOD2/NF-kB: inhibition of NOD2-driven NF-kB reporter – cell-based, luminescence, uHTS, HEK293 (AID 1566). HEK293 NOD2/NF-kB luciferase reporter, luminescence; higher % means a stronger effect. inhibition, % at 4 µM; hits with a dose series show EC50 in µM. 290,000 tested, 0.63% active; also: many of its hits are not listed in these tables
# Hep lipid drop: hepatic lipid droplet formation modulation; AML12 mouse hepatocytes, oleate lipid droplets, BODIPY imaging; inhibition, % at 6.5 µM; 240,000 tested, 0.4% active; AID 1656;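 active = lipid droplet intensity inhibited by at least 50%, with more than 500 cells counted; inconclusive = wells with under 300 cells, treated as cytotoxic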
#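 Material – AML12 mouse liver cells · Also added – oleate loading, 100 µM · Compound dosing – 6.5 µM single-point dosing · Times – overnight treatment with compound plus oleate · Measured by – fluorescence imaging, 20x objective, two fields per well · Read-out – percent inhibition of filter-corrected integrated lipid droplet intensity per well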
# Myeloid diff 2: promotes myeloid progenitor differentiation. AID 624256. calls only at 10 µM. 360,000 tested, 1% active. ER-HoxA9 myeloid progenitors, lysozyme-GFP differentiation, flow cytometry;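 active = normalized GFP-positive differentiation at or above the plate's own cutoff, the solvent-only control mean plus 3 SD; inconclusive = no clear call, values can overlap the other calls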;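 also: cells exposed to compound for four days before flow analysis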
# Hep lipid drop cells 6.5 µM: also measured in Hep lipid drop; calls as there; cell count; measured here: cell count, cytotoxicity flag;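 cells counted across two imaged fields per well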
# Myeloid diff 2 GFP+ MAC1+ %: recorded beside Myeloid diff 2, whose call it bears; GFP+ MAC1+ double positive, %; measured here: differentiation confirmed by MAC1 staining
# Active calls of the source: *; i = inactive; ? = inconclusive; / = no result given; + = active, no number. Rule as the data show it, unless noted: active = inhibition above about 50%; inactive = the rest.
SMILES,HIV fusion peptide,AID2073,Siah-1 displacement,XIAP displacement,LYP phosphatase,Dengue-2 NS5 capping,HEK293 NOD2/NF-kB,Hep lipid drop,Hep lipid drop cells 6.5 µM,Myeloid diff 2,Myeloid diff 2 GFP+ MAC1+ %
O=C(c1ccco1)N1CCN(C(=O)C2CC(c3ccc(Cl)cc3)=NO2)CC1 (centres undefined),2.6%,1%,0%,-4.7%,-10%,-7%,13%,-10,798,i,1.7
CCCCNC(=O)CSc1nc2ccccc2c(=O)n1Cc1ccc2c(c1)OCO2,-3.0%,21%,0%,-3.8%,0%,-10%,8%,/,/,i,1.4
CCOc1cc(/C=C2\NC(=O)NC2=O)ccc1OC(C)C(=O)O (centres undefined),-1.1%,3%,3%,/,0%,-9%,1%,4,776,i,0.7
O=S(=O)(Cc1ccco1)Cc1nc(-c2ccc(Cl)cc2)cs1,0.7%,-15%,0%,/,0%,/,-21%,-9,738,i,0.5
Cc1ccc(-c2nnc(-c3cc(C)on3)o2)cc1,0.8%,8%,0%,/,-9%,7%,-79%,11,754,i,0.6
CCC1(C)OCC(Cn2c3ccccc3c3ccccc32)O1 (centres undefined),-1.2%,-4%,2%,-2.0%,0%,/,3%,-21,715,/,/
O=C(NC1CCN(C(=O)c2ccccc2Br)CC1)c1ccccc1,-0.1%,9%,1%,/,-7%,-3%,0%,/,/,i,0.5
CC(=O)NC(CCS(C)(=O)=O)C(=O)Nc1ccccc1C (centres undefined),1.6%,0%,0%,-6.5%,4%,-3%,-5%,-3,679,i,4.9
Cc1ccc(S(=O)(=O)N(C)c2ccc(OCC(=O)Nc3nc4c(ccc5ccccc54)s3)cc2)cc1,3.5%,26%,-2%,-1.5%,4%,-1%,-10%,19,591,i,0.3
COc1ccc(Cl)cc1/C=N/NC(=O)c1c(-c2ccccc2)noc1C,-0.2%,7%,14%,/,-9%,-2%,15%,-5,699,i,0.7
COc1ccc(NS(=O)(=O)c2ccc(Oc3c(C#N)cccc3C#N)cc2)cc1,0.3%,6%,1%,/,-5%,-25%,11%,-12,663,i,1.1
O=c1oc2c3c4c(cc2c(C(F)(F)F)c1CCN1CCOCC1)CCCN4CCC3,148%,29%,19%,17%,0%,?,25%,-7,662,+,3.6*
CCOC(=O)N1CCN(S(=O)(=O)c2cc([N+](=O)[O-])c(C)cc2C)CC1,-3.1%,-12%,-1%,-5.5%,-10%,3%,2%,-3,700,i,0.0
COc1ccccc1Nc1nc(-c2cccc([N+](=O)[O-])c2)nc2ccccc12,0.3%,-2%,0%,-9.3%,-2%,-17%,10%,/,/,i,2.5
Cn1cnc(S(=O)(=O)N2CCN(C(c3ccc(F)cc3)c3ccc(F)cc3)CC2)c1,0.2%,-8%,0%,/,-10%,5%,-21%,-6,749,i,1.0
Cc1ccc(NC(=S)NCc2ccc(Cl)cc2)c(C)c1,-0.6%,7%,4%,/,-4%,-3%,0%,-9,815,i,0.2
Cc1ccc(S(=O)(=O)N(Cc2ccccc2)c2ccccc2C(=O)N2CCCCC2)cc1,-0.1%,5%,4%,/,-3%,-3%,-14%,/,/,i,1.0
CC(C)CCN(C(=O)c1csnn1)C(C(=O)NC1CCCCC1)c1ccc(F)cc1 (centres undefined),0.7%,12%,-2%,/,3%,-4%,2%,3,849,i,1.0
COc1ccc(/C(=C/c2ccc(OC(F)F)c(OC)c2)C(=O)O)cc1OC,1.0%,18%,-3%,-7.0%,-5%,-4%,-4%,8,608,i,0.1
CCCn1c(=N)c(S(=O)(=O)c2ccc(F)cc2)cc2c(=O)n3ccccc3nc21,0.3%,9%,3%,/,-36%,8%,21%,4,670,i,0.7
N#CC12CCCCC1CC1CCCCC1(C#N)N2Cc1cccnc1 (centres undefined),1.6%,6%,-1%,-1.7%,5%,-4%,-18%,/,/,i,0.5
COc1cccc(N=Nc2c(=O)[nH]n3c(C)cc(C)nc23)c1,2.9%,-1%,22%,-0.1%,3%,5%,7%,24,718,i,0.1
O=C(Cn1ncn2c(cc3ccccc32)c1=O)NCCC1=CCCCC1,-0.6%,6%,0%,-5.3%,-3%,-1%,-20%,15,752,i,1.8
COCCNC(=O)C(c1ccc(C)o1)N(C(=O)Cn1nnc2ccccc21)c1ccccc1 (centres undefined),-0.1%,-1%,1%,14%,-4%,-8%,21%,-14,676,i,0.1

# 3 compounds out of the list, arranged by count of non-hydrogen atoms, descending.
SMILES,HIV fusion peptide,AID2073,Siah-1 displacement,XIAP displacement,LYP phosphatase,Dengue-2 NS5 capping,HEK293 NOD2/NF-kB,Hep lipid drop,Hep lipid drop cells 6.5 µM,Myeloid diff 2,Myeloid diff 2 GFP+ MAC1+ %
COCCNC(=O)C(c1ccc(C)o1)N(C(=O)Cn1nnc2ccccc21)c1ccccc1 (centres undefined),-0.1%,-1%,1%,14%,-4%,-8%,21%,-14,676,i,0.1
CC(C)CCN(C(=O)c1csnn1)C(C(=O)NC1CCCCC1)c1ccc(F)cc1 (centres undefined),0.7%,12%,-2%,/,3%,-4%,2%,3,849,i,1.0
Cc1ccc(NC(=S)NCc2ccc(Cl)cc2)c(C)c1,-0.6%,7%,4%,/,-4%,-3%,0%,-9,815,i,0.2

# Additional records.
SMILES,HIV fusion peptide,AID2073,Siah-1 displacement,XIAP displacement,LYP phosphatase,Dengue-2 NS5 capping,HEK293 NOD2/NF-kB,Hep lipid drop,Hep lipid drop cells 6.5 µM,Myeloid diff 2,Myeloid diff 2 GFP+ MAC1+ %
CCCn1nc(-c2nnc(-c3ccc(C)c(C)c3)o2)c2ccccc2c1=O,2.8%,17%,4%,-12%,1%,-8%,6%,-15,609,i,0.6
CCOc1ccccc1CNC(=O)c1cc2oc3ccccc3c2n1C,10%,18%,0%,-2.0%,3%,2%,19%,16,799,i,0.4
Fc1cc(Br)ccc1NC(=S)Nc1cccnc1,-0.9%,-14%,3%,-6.7%,-2%,-11%,2%,16,713,i,0.3
CNC(=O)Nc1ccccc1F,1.3%,-3%,5%,-6.5%,-6%,-5%,14%,7,833,i,2.1
Cc1ccc(-n2ccc(-c3nn(-c4ccccc4)ccc3=O)n2)cc1,-1.8%,6%,13%,-4.0%,-6%,-3%,26%,39,717,i,0.1
COC(=O)C1=C(C(=O)OC)C2(OC1c1cccc(F)c1)C(=O)c1ccccc1C2=O (centres undefined),4.4%,3%,1%,-2.2%,3%,-6%,-11%,5,794,i,2.5
CS(C)(=O)=NS(=O)(=O)c1ccc(Cl)cc1,3.8%,-1%,1%,0.3%,-1%,-3%,8%,/,/,i,0.2
O=C(CSc1ncnc2c1nnn2Cc1ccccc1)NC1CCCC1,-0.6%,0%,16%,-2.0%,0%,-2%,13%,0,677,i,0.2
Cc1ccc(S(=O)(=O)N(C)C)cc1NC(=O)COC(=O)CCC(=O)c1cccs1,-1.6%,?,1%,-5.4%,2%,-5%,10%,3,681,i,0.2
O=C(CC(=O)N/N=C/c1ccc(O)cc1)N/N=C/c1ccc(O)cc1,-0.5%,3%,4%,/,3%,-8%,2%,3,667,i,0.6
Cc1cc(C)n(/N=C/c2cccc([N+](=O)[O-])c2)c(=O)c1,-1.5%,-4%,2%,-7.3%,-10%,-12%,22%,-9,662,i,0.1
O=S(=O)(Nc1cccc(-c2ccc3nncn3n2)c1)c1ccc(Cl)s1,1.0%,-2%,4%,-4.1%,-3%,-5%,22%,9,733,i,0.1
CC(NC(=O)Cn1nc(C(=O)O)c2ccccc2c1=O)C12CC3CC(CC(C3)C1)C2 (centres undefined),1.4%,8%,-2%,-6.2%,2%,-21%,2%,22,686,i,0.4
CC(=O)c1cccc(NC(=S)N2CCc3ccccc32)c1,-3.2%,-37%,-9%,/,0%,14%,-7%,7,891,i,3.9
C/C(=N\NC(=O)c1nnn(-c2nonc2N)c1CSc1ccccc1)c1ccc2c(c1)OCO2,-0.7%,20%,6%,/,-6%,-1%,20%,-2,792,i,2.9
CC(=O)c1c(C(C)=O)c(C)n(-c2ccc(C)c(NC(=O)c3ccccc3Cl)c2)c1C,0.5%,2%,1%,-3.5%,0%,-5%,17%,/,/,i,0.9
CCCCCCCCOC(=O)c1ccc(N)cc1,3.1%,-1%,6%,-1.6%,-5%,-4%,20%,-2,758,i,0.7
COc1cccc(Nc2nc(-c3sc(N)nc3C)cs2)c1,18%,25%,3%,-0.4%,-5%,-16%,-17%,9,679,i,4.4
O=C(Nc1ccc(Oc2nnc(-c3ccccc3)c3ccccc23)cc1)c1ccccc1,13%,-4%,-12%,-4.4%,4%,-10%,5%,-31,557,i,0.3
Cc1ccc(N(CC(=O)NCc2ccco2)C(=O)CCC(=O)Nc2ccccn2)c(C)c1,-1.4%,4%,5%,/,-10%,-7%,1%,-1,825,i,0.0
COc1ccc(C2=NOC(C(=O)NCc3ccccn3)C2)cc1OC (centres undefined),21%,7%,-2%,-3.9%,0%,-3%,5%,21,781,i,1.0
Cc1cc(=O)oc2cc(NC(=O)CCCC(=O)O)ccc12,-2.8%,10%,4%,-0.9%,-15%,1%,-4%,/,/,i,0.6
CCOC(=O)CSc1nnc(CNC(=O)c2ccc(OC)cc2)n1C1CCCCC1,1.0%,-6%,-1%,-1.2%,-8%,-8%,9%,/,/,i,1.4
COc1ccnc(-n2cccc2C#N)c1C#N,-1.4%,3%,9%,-6.1%,-4%,-2%,-4%,-7,700,i,0.2
N#Cc1c(N)n(CCOC(=O)c2ccc(Cl)cc2)c2nc3ccccc3nc12,2.4%,12%,1%,-1.0%,-2%,2%,15%,-15,688,i,1.1
CC(C)Nc1nc(Cl)nc(NN(C)c2nc(N(C)C)nc(N(C)C)n2)n1,-2.1%,-1%,-6%,-5.5%,-5%,-11%,5%,-21,643,i,0.3

# Not a retest: entries from further up.
SMILES,HIV fusion peptide,AID2073,Siah-1 displacement,XIAP displacement,LYP phosphatase,Dengue-2 NS5 capping,HEK293 NOD2/NF-kB,Hep lipid drop,Hep lipid drop cells 6.5 µM,Myeloid diff 2,Myeloid diff 2 GFP+ MAC1+ %
O=C(c1ccco1)N1CCN(C(=O)C2CC(c3ccc(Cl)cc3)=NO2)CC1 (centres undefined),2.6%,1%,0%,-4.7%,-10%,-7%,13%,-10,798,i,1.7
CCCCNC(=O)CSc1nc2ccccc2c(=O)n1Cc1ccc2c(c1)OCO2,-3.0%,21%,0%,-3.8%,0%,-10%,8%,/,/,i,1.4
CCOc1cc(/C=C2\NC(=O)NC2=O)ccc1OC(C)C(=O)O (centres undefined),-1.1%,3%,3%,/,0%,-9%,1%,4,776,i,0.7
O=S(=O)(Cc1ccco1)Cc1nc(-c2ccc(Cl)cc2)cs1,0.7%,-15%,0%,/,0%,/,-21%,-9,738,i,0.5

# An excerpt; the hit share may differ from the screen's.
